Autophagy HCS: modulators of autophagy. MEF GFP-LC3 puncta imaging; test concentration mostly 10 µM. calls only at 10 µM (by protocol). 0.98% of 190,000 active. AID 463193;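 active = percentage of spot-positive cells more than 3 SD above its plate mean, without a fluorescence outlier flag or 80% toxicity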;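 note: spot-positive cell cutoff set from DMSO-treated cells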
Salmonella PhoP GFP: inhibitors of PhoP regulon expression, primary screen, Salmonella Typhimurium, GFP reporter (AID 1863); S. Typhimurium PhoP-regulated promoter GFP reporter, 4 h; higher % means a stronger effect; inhibition, % at 50 µM; hits with a dose series show IC50 in µM; 0.16% of 300,000 active;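 active = inhibition over 29.93%, a cutoff 3 SD above the screen mean, later confirmed by dose response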;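 note: 0% = low Mg2+ inducing control and 100% = high Mg2+ repressing control; strong numbers were not always called active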
Ins promoter up: MIN6 insulin promoter up-regulation; MIN6 insulin promoter-GFP reporter, high-content imaging; stronger effect = higher value; z-score at 5 µM; AID 1625; 0.3% of 190,000 active;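 active = z-score above 3 at 5 µM with at least 500 cells counted in the well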
T cell HTS: modulates CD8 T cell binding to vesicles. 2C CD8+ T cell-vesicle binding, flow cytometry; stronger effect = lower value. calls only at 7 µM. 0.068% of 330,000 active;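 active = response, share of CD8 T cells binding vesicles, and their 90th percentile fluorescence all below set limits, cut at about 80% in these data, passing the limit was not always enough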
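Test system: purified 2C TCR transgenic mouse naive CD8+ T cells. Probe or stimulus: QL9-peptide-loaded Drosophila micro-vesicles bearing Ld, ICAM-1 and B7-1. Incubation: binding step 1.5 h, 37 °C, antibody labelling 20 min, ice. Measured by: flow cytometry of vesicle-bound cells.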
ER stress rescue: rescue of cells from ER stress-induced death, primary screen, 384-well, CSM14.1, thapsigargin, ATP luminescence (AID 1222). 190,000 tested, under 10 active. CSM14.1 thapsigargin-induced death rescue, ATP luminescence; higher % means a stronger effect. one-dose cellular ATP content (survival), % at 20 µM; EC50 in µM for titrated hits;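 active = EC50 below 50 µM in the dose-response confirmation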;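 note: death triggered by thapsigargin at about 15 µM added after 2 h compound pretreatment; cell ATP read after overnight thapsigargin exposure of roughly 18 to 22 hours; normalized against plate controls of thapsigargin alone and 5% DMSO vehicle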
Dynein cargo inh: dynein cargo transport inhibition | 3617.4 mouse cells, GR-EGFP nuclear translocation imaging; test concentration mostly 20 µM; stimulated with dexamethasone, 1 µM; stronger effect = lower value | z-score, hits read low | 0.47% of 220,000 active;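 active = plate z-score of nuclear minus cytoplasmic receptor signal below a set negative limit, without overly bright fluorescence or cell loss, cut at about -3.5 in these data, passing the limit was not always enough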;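 note: z-score of nuclear minus cytoplasmic ring GR-EGFP intensity difference per well; some compounds called inactive have numbers as strong as hits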
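Buffer or medium: tet-free, stripped-serum medium; Also added: dexamethasone, 1.0 µM final; Technique: high-content fluorescence imaging after fixation; Times: 48 h induction, 1 h compound, 30 min dex at 37 °C; Read-out: per-cell GR-EGFP intensity, nucleus versus surrounding cytoplasmic ring, well-averaged.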
b-catenin transl: modulators of beta-catenin nuclear translocation; HeLa beta-catenin nuclear translocation, immunofluorescence imaging; AID 1665; 0.3% of 190,000 active; nuclear translocation activity, % at 5 µM;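 active = nuclear translocation activity above 50% at 5 µM, with a well cell count of 50 or more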;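 note: per-cell ratio of nuclear to cytoplasmic median beta-catenin stain intensity; plate controls were DMSO negative control for no effect and GSK-3 inhibitor IX positive control for full effect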
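System: Human HeLa cells, endogenous beta-catenin | Compound dosing: 5 µM primary, 0.02–20 µM confirmation | Timing: 24 h compound exposure at 37°C, 5% CO2 | Measured by: Fluorescence imaging of beta-catenin antibody stain plus DAPI | Read-out basis: % activation of per-cell nuclear versus cytoplasmic median beta-catenin signal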
Lipid droplet: modulators of hepatic lipid droplet formation | AID 1656 | AML12 mouse hepatocytes, oleate lipid droplets, BODIPY imaging | 0.4% of 240,000 active | inhibition, % at 6.5 µM;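 active = lipid droplet intensity inhibited by at least 50%, with more than 500 cells counted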
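Material – AML12 mouse liver cells · Also added – oleate loading, 100 µM · Compound dosing – 6.5 µM single-point dosing · Times – overnight treatment with compound plus oleate · Measured by – fluorescence imaging, 20x objective, two fields per well · Read-out – percent inhibition of filter-corrected integrated lipid droplet intensity per well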
MT stabilizer: microtubule stabilizers in HeLa cells. HeLa tubulin immunostaining HCS, 24 h; share of cells brighter than vehicle mean+2SD. % tubulin-high responders, % at 10 µM. 0.83% of 200,000 active. AID 2205;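 active = plate Z-score above 3 for both tubulin-high and condensed-nucleus cell shares, with cell loss under 80%, at 10 µM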;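 note: anti alpha tubulin signal scored within the nucleus-defined area of each cell; some results filed as inactive read as strong as hits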
Dynein cargo inh cytoplasmic EGFP: second read-out of Dynein cargo inh, no call of its own (marks repeat the call); z-score; measured here: cytoplasmic GR-EGFP intensity; stronger effect = higher value
Dynein cargo inh nuclear GR-EGFP: also measured in Dynein cargo inh; calls as there; z-score; measured here: nuclear GR-EGFP intensity;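 lower value marks the stronger effect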
Dynein cargo inh cell count: also measured in Dynein cargo inh; calls as there; z-score; measured here: cell count per field
Ins promoter up cell count: recorded beside Ins promoter up, whose call it bears; cell count; measured here: cytotoxicity, nuclei count;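 total cells summed across four imaged fields per well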
Lipid droplet cells 6.5 µM: also measured in Lipid droplet; calls as there; cell count; measured here: cell count, cytotoxicity flag;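 cells counted across two imaged fields per well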
b-catenin transl cell count 5 µM: further read-out of b-catenin transl, marked with its call; cell count; measured here: cell count, cytotoxicity flag
T cell HTS vesicle-bound %: further read-out of T cell HTS, marked with its call; double positive events, %; measured here: CD8+ vesicle-bound cell fraction;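 binding gate set so that unloaded-vesicle control wells show 10% double positive cells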
MT stabilizer Hoechst-high %: also measured in MT stabilizer; calls as there; % Hoechst-high responders; measured here: nuclear condensation Hoechst responders;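 share of cells brighter than vehicle mean plus two SD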
MT stabilizer cytotoxicity %: second read-out of MT stabilizer, no call of its own (marks repeat the call); toxicity, %; measured here: cytotoxicity by cell density;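 0% = mean cell density of plate MIN control wells and 100% = no cells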
Autophagy HCS cell loss 18 h: second read-out of Autophagy HCS, no call of its own (marks repeat the call); toxicity, %; measured here: cell loss, nuclei count;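 cell loss after 18 h compound exposure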
The depositor's hits bear a star.

C/C=C/c1ccc(OCCCCN2CC(C)CC(C)C2)c(OC)c1 (stereo unspecified) was read as Autophagy HCS inactive, Salmonella PhoP GFP -7.2%, Ins promoter up -0.06, T cell HTS inactive, ER stress rescue -3.0%, Dynein cargo inh 1.16, b-catenin transl -0.5, Lipid droplet -38.4, MT stabilizer 3.0, Dynein cargo inh cytoplasmic EGFP -0.153, Dynein cargo inh nuclear GR-EGFP 1.25, Dynein cargo inh cell count -2.32, Ins promoter up cell count 1632, Lipid droplet cells 6.5 µM 657, b-catenin transl cell count 5 µM 1003, T cell HTS vesicle-bound % 66.5, MT stabilizer Hoechst-high % 3.4, MT stabilizer cytotoxicity % 9.2 and Autophagy HCS cell loss 18 h 3.5.
N#CCCCSc1nnc(Cc2ccc3c(c2)OCO3)o1 was read as Autophagy HCS inactive, Salmonella PhoP GFP -7.1%, Ins promoter up 0.23, T cell HTS inactive, ER stress rescue -1.1%, Dynein cargo inh 1.22, b-catenin transl -2.3, Lipid droplet 10.7, MT stabilizer 3.9, Dynein cargo inh cytoplasmic EGFP -0.277, Dynein cargo inh nuclear GR-EGFP 0.519, Dynein cargo inh cell count 0.0776, Ins promoter up cell count 1143, Lipid droplet cells 6.5 µM 733, b-catenin transl cell count 5 µM 1282, T cell HTS vesicle-bound % 31.1, MT stabilizer Hoechst-high % 2.7, MT stabilizer cytotoxicity % 0.6 and Autophagy HCS cell loss 18 h -4.5.
`CCCCNC(=O)CNC(=S)N(Cc1cc(OC)c(OC)c(OC)c1)C1CCCC1` gave Autophagy HCS inactive, Salmonella PhoP GFP -8.1%, Ins promoter up 0.07, T cell HTS inactive, ER stress rescue 1.8%, Dynein cargo inh -0.429, b-catenin transl -1.0, Lipid droplet -3.8, MT stabilizer 1.9, Dynein cargo inh cytoplasmic EGFP -0.307, Dynein cargo inh nuclear GR-EGFP -0.347, Dynein cargo inh cell count 0.7, Ins promoter up cell count 1458, Lipid droplet cells 6.5 µM 694, b-catenin transl cell count 5 µM 1044, T cell HTS vesicle-bound % 16.4, MT stabilizer Hoechst-high % 3.2, MT stabilizer cytotoxicity % 4.5 and Autophagy HCS cell loss 18 h -0.8.
O=C(Nc1ccc([N+](=O)[O-])cc1)Nc1nc(-c2ccc(Cl)s2)cs1 was read as Autophagy HCS inactive, Salmonella PhoP GFP -4.5%, Ins promoter up -0.66, T cell HTS inactive, ER stress rescue -0.3%, Dynein cargo inh 0.378, b-catenin transl 1.2, Lipid droplet -1.8, MT stabilizer 1.5, Dynein cargo inh cytoplasmic EGFP -0.155, Dynein cargo inh nuclear GR-EGFP 0.744, Dynein cargo inh cell count -1.77, Ins promoter up cell count 1040, Lipid droplet cells 6.5 µM 698, b-catenin transl cell count 5 µM 1030, T cell HTS vesicle-bound % 35.5, MT stabilizer Hoechst-high % 0.9, MT stabilizer cytotoxicity % 11.4 and Autophagy HCS cell loss 18 h -8.7.
For CC1(C)Nc2ccccc2N(CC(=O)N2CCCCC2)C1=O the results were Autophagy HCS inactive, Salmonella PhoP GFP -3.2%, Ins promoter up 0.18, T cell HTS inactive, ER stress rescue 0.1%, Dynein cargo inh 1.28, b-catenin transl -7.7, MT stabilizer 2.2, Dynein cargo inh cytoplasmic EGFP -0.0895, Dynein cargo inh nuclear GR-EGFP 0.548, Dynein cargo inh cell count -0.663, Ins promoter up cell count 1477, b-catenin transl cell count 5 µM 1016, T cell HTS vesicle-bound % 47.8, MT stabilizer Hoechst-high % 1.8, MT stabilizer cytotoxicity % 4.7 and Autophagy HCS cell loss 18 h -12.1.
`Cn1c(=O)oc2cc(NC(=O)CCl)ccc21` gave Salmonella PhoP GFP -6.1%, Ins promoter up 0.6, T cell HTS inactive, Dynein cargo inh -0.812, b-catenin transl 2.2, Lipid droplet 10.0, Dynein cargo inh cytoplasmic EGFP -0.219, Dynein cargo inh nuclear GR-EGFP 0.321, Dynein cargo inh cell count -0.553, Ins promoter up cell count 622, Lipid droplet cells 6.5 µM 595, b-catenin transl cell count 5 µM 1296 and T cell HTS vesicle-bound % 54.3.
For N#C/C(=C\c1ccc(F)cc1F)S(=O)(=O)c1ccccn1 the results were Salmonella PhoP GFP -9.2%, Ins promoter up -0.07, T cell HTS inactive, Dynein cargo inh -0.279, b-catenin transl -1.7, Lipid droplet -3.8, Dynein cargo inh cytoplasmic EGFP -0.255, Dynein cargo inh nuclear GR-EGFP -0.183, Dynein cargo inh cell count 0.407, Ins promoter up cell count 1486, Lipid droplet cells 6.5 µM 740, b-catenin transl cell count 5 µM 1147 and T cell HTS vesicle-bound % 21.1.
`Cc1ccc(/C=N/Nc2ccc3ccccc3n2)o1` gave Autophagy HCS inactive, Salmonella PhoP GFP 1.9%, Ins promoter up -3.22, T cell HTS inactive, Dynein cargo inh -1.04, b-catenin transl -0.2, Lipid droplet 8.8, MT stabilizer 2.7, Dynein cargo inh cytoplasmic EGFP -0.26, Dynein cargo inh nuclear GR-EGFP -0.551, Dynein cargo inh cell count 0.565, Ins promoter up cell count 650, Lipid droplet cells 6.5 µM 675, b-catenin transl cell count 5 µM 996, T cell HTS vesicle-bound % 38.7, MT stabilizer Hoechst-high % 1.6, MT stabilizer cytotoxicity % 15.2 and Autophagy HCS cell loss 18 h 30.8.
NN1C(=O)c2cccc3c(C(=O)O)ccc(c23)C1=O was read as Autophagy HCS inactive, Salmonella PhoP GFP -0.5%, T cell HTS inactive, ER stress rescue -1.3%, Dynein cargo inh -0.0189, b-catenin transl 0.5, Lipid droplet 3.4, MT stabilizer 5.8, Dynein cargo inh cytoplasmic EGFP 0.089, Dynein cargo inh nuclear GR-EGFP 0.105, Dynein cargo inh cell count -0.916, Lipid droplet cells 6.5 µM 550, b-catenin transl cell count 5 µM 1006, T cell HTS vesicle-bound % 23.5, MT stabilizer Hoechst-high % 1.9, MT stabilizer cytotoxicity % 10.1 and Autophagy HCS cell loss 18 h 5.4.
`CCNS(=O)(=O)c1ccc(NC(=O)Nc2cc(C)ccc2OC)cc1` gave Salmonella PhoP GFP -9.7%, Ins promoter up 0.15, T cell HTS inactive, Dynein cargo inh -0.775, b-catenin transl 0.1, Lipid droplet -5.7, Dynein cargo inh cytoplasmic EGFP 0.0137, Dynein cargo inh nuclear GR-EGFP 0.0608, Dynein cargo inh cell count 1.42, Ins promoter up cell count 1034, Lipid droplet cells 6.5 µM 728, b-catenin transl cell count 5 µM 1292 and T cell HTS vesicle-bound % 31.3.
Screening CCC(=O)Nc1nnc(SCC(=O)Nc2ccc(F)cc2)s1 returned Autophagy HCS inactive, Salmonella PhoP GFP -7.5%, Ins promoter up -0.52, T cell HTS inactive, ER stress rescue -1.3%, Dynein cargo inh -0.768, b-catenin transl -2.2, Lipid droplet 0.7, MT stabilizer 1.8, Dynein cargo inh cytoplasmic EGFP -0.244, Dynein cargo inh nuclear GR-EGFP -0.383, Dynein cargo inh cell count 2.11, Ins promoter up cell count 1362, Lipid droplet cells 6.5 µM 744, b-catenin transl cell count 5 µM 1239, T cell HTS vesicle-bound % 38.8, MT stabilizer Hoechst-high % 2.7, MT stabilizer cytotoxicity % 9.4 and Autophagy HCS cell loss 18 h 11.3.
`O=C(NCc1ccco1)C1CC(c2ccccc2O)=NO1` (stereo unspecified) gave Autophagy HCS inactive, Salmonella PhoP GFP 2.2%, Ins promoter up 1.2, T cell HTS inactive, ER stress rescue -0.8%, Dynein cargo inh -0.531, b-catenin transl 6.4, Lipid droplet 0.2, MT stabilizer 7.5, Dynein cargo inh cytoplasmic EGFP -0.378, Dynein cargo inh nuclear GR-EGFP -0.205, Dynein cargo inh cell count 1.01, Ins promoter up cell count 1481, Lipid droplet cells 6.5 µM 676, b-catenin transl cell count 5 µM 882, T cell HTS vesicle-bound % 46.7, MT stabilizer Hoechst-high % 5.4, MT stabilizer cytotoxicity % 8.9 and Autophagy HCS cell loss 18 h -5.4.
`CC(C)CCCC(C)NS(=O)(=O)Cc1ccccc1` (stereo unspecified) gave Autophagy HCS inactive, Salmonella PhoP GFP -9.1%, Ins promoter up 0.34, T cell HTS inactive, ER stress rescue -1.2%, Dynein cargo inh -0.279, b-catenin transl -1.1, Lipid droplet 0.3, MT stabilizer 1.4, Dynein cargo inh cytoplasmic EGFP -0.386, Dynein cargo inh nuclear GR-EGFP -0.0276, Dynein cargo inh cell count 0.724, Ins promoter up cell count 798, Lipid droplet cells 6.5 µM 830, b-catenin transl cell count 5 µM 1023, T cell HTS vesicle-bound % 22.3, MT stabilizer Hoechst-high % 1.6, MT stabilizer cytotoxicity % 8.6 and Autophagy HCS cell loss 18 h 6.7.

High-throughput results: PubChem BioAssay, several laboratories

This is a random part of the collection, and some 3% of all compounds hit somewhere here.
